Bioassay records from PubChem.
TTR transcr act: TTR transcription activation, primary screen | SH-SY5Y TTR promoter Gaussia luciferase, luminescence; 100% = recombinant luciferase protein wells | activation, % at 16.7 µM | 92,000 compounds, 1.3% hits;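 active means activation above the mean of all tested compounds plus 3 SD, cut at about 9.5% in these data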;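 further: cells exposed to compounds for one day before reading; 0% = median of all test compound wells on the plate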
An asterisk follows results filed as active.

Compound,TTR transcr act
CCOc1ccc(-c2cc(C(=O)Nc3ccc(F)cc3)[nH]n2)c(C)c1,-1.6
Nc1nonc1C(=O)NCCNCc1c(OCc2ccccc2F)ccc2ccccc12,-2.9
CC1Cc2ccccc2N1S(=O)(=O)c1cccc(C(=O)N2CCCCC2)c1 (stereo unspecified),-0.9
O=C(Nc1nc(-c2ccncc2)cs1)c1ccco1,-1.7
CCOc1ccc(C(=O)Nc2cc(C)on2)cc1,-0.8
CC(=O)N1N=C(c2ccco2)CC1c1ccco1 (stereo unspecified),6.2
CCOC(=O)c1c(C)oc2cc(Sc3ccccc3)c(O)c(O)c12,-2.7
CC1(C(=O)NS(=O)(=O)c2ccc(Cl)cc2)CCN1C(=O)C1CC1 (stereo unspecified),3.5
O=C(O)CS(=O)CC(=O)Nc1cccc(C(F)(F)F)c1 (stereo unspecified),1.6
CN(C)c1ccc(NC(=S)N2CCN(c3ncc(C(F)(F)F)cc3Cl)CC2)cc1,-2.5
Nc1cc(SCc2ccc([N+](=O)[O-])cc2)ncn1,-0.6
CCCCC(=O)N(C)c1c(CC)nc2c(OCCC3CCCCC3)cccn12,0.4
Cc1ccc(-n2c(C)cc(/C=N/NC(=O)c3ccc(CN4CCOCC4)cc3)c2C)cc1,-2.5
COCCOC(=O)c1nccnc1C(=O)Nc1ccc(S(=O)(=O)N2CCOCC2)cc1,-2.0
CN1C(=O)Cc2cc(S(=O)(=O)NCCc3ccc(Cl)cc3)ccc21,1.5
Nc1ncc(S(=O)(=O)c2ccc([N+](=O)[O-])cc2)s1,-0.3
COCc1nc(-c2ccc(-c3ccc(OC)cc3)nc2OC)no1,0.0
COCCCN(Cc1ccco1)C(=O)CSc1nc2ncccc2[nH]1,1.1
Cn1c2[n+](c3ccc(Cl)cc3c1=O)Cc1ccccc1-2,1.9
O=C(/C=C/c1ccc([N+](=O)[O-])cc1)NCCc1ccccc1,3.0
COc1ccc(C(=O)NNC(=O)c2ccc(F)c(S(=O)(=O)N3CCOCC3)c2)cc1,0.3
Cc1ccc(S(=O)(=O)c2nnn3c2nc(N2CCOCC2)c2ccccc23)cc1C,1.7
O=C(CSc1nnnn1-c1ccc2c(c1)OCCO2)N1CCN(C(=O)c2ccco2)CC1,2.9
O=C(CSc1n[nH]c(-c2ccccc2Br)n1)NC(=O)NCc1ccco1,0.8
COc1cc(C(=O)Nc2cnc(NC(=O)C(C)C)cc2C)cc(OC)c1OC,-1.4
CC(C)[C@H](N)C(=O)N1CCC(C(=O)N[C@@H](Cc2ccccc2)C(=O)NCc2ccc(F)cc2)CC1,3.8
Cc1ccc(OCC(=O)NC(=S)Nc2ccc(Br)cn2)cc1,19.7*
COc1cc(/C=C2/C(=O)N(C)C(=S)N2C)ccc1OCc1cccc(F)c1,0.5
O=C1C2CCCN2C(c2cccs2)N1c1ccc(F)cc1 (stereo unspecified),-0.9
CSc1nc(-c2ccccc2)nn1C(=O)c1ccc(C)cc1,3.1
O=C(CN1CCCC1)N1c2ccccc2Sc2ccccc21,-2.9
Cc1cc(C)c(NS(=O)(=O)c2c(C(=O)N3CCOCC3)c(C)n(C)c2C)c(C)c1,-1.1
CCOc1ccc(NC(=O)C(c2ccccn2)N(C(=O)CCl)c2ccc(OC)cc2)cc1 (stereo unspecified),-0.2
COc1ccccc1-n1c(SCC(=O)N(C)C)nnc1-c1ccco1,2.3
Cc1ccc(C(O)c2ncc(-c3ccc(F)cc3)[nH]2)c(C)c1 (stereo unspecified),-0.8
COc1cccc(-c2sc3ccccc3c2-c2ccc(OCCN3CCCC3)cc2)c1,-1.4
Cc1ccnc2nc(C(=O)Nc3ccc(S(=O)(=O)N4CCCC4)cc3)nn12,-1.3
CC(C)N(CCO)C(=O)CCc1nnc(CCCc2ccccc2)o1,2.0
CC(C)C(NC(=O)C1CCCCC1)C(=O)Nc1ccc2c(c1)OCCO2 (stereo unspecified),-1.9
Cn1c(=O)c2c(nc(SCC(=O)Nc3ccccc3N3CCCCC3)n2C)n(C)c1=O,1.2
Cc1ccc(N2C(=O)C3ON(c4ccccc4)C(c4ccncc4)C3C2=O)cc1 (stereo unspecified),-1.9
O=C1CSC(=Nc2ccc(F)cc2)N1,0.9
CCC(C)CCN1CCN=C1N(C)C (stereo unspecified),-0.5
CCCCNC(=O)c1nc(-c2ccncc2)oc1-c1ccc(OC(F)(F)F)cc1,0.0
O=C(COC(=O)CNS(=O)(=O)c1ccc2ccccc2c1)Nc1ccccc1Sc1ccccc1,-1.8
CCOCCc1nn2c(=O)cc(CSCC(=O)Nc3ccc(OC)cc3)nc2s1,1.1
CCOC(=O)c1c(NC(=O)c2ccccc2N(C)S(=O)(=O)c2ccccc2)sc2c1CCCC2,0.3
Cn1cccc1C(=O)OCC(=O)NC(=O)c1ccc(Cl)cc1,0.2
Nc1ccccc1SCc1c(Cl)cccc1Cl,-1.0
Cc1c(OCC(=O)NC2CC(C)(C)NC(C)(C)C2)ccc2c3c(c(=O)oc12)CCC3,0.1

The list goes on.
Compound,TTR transcr act
CC(=Nc1ccccc1)c1sc2ccccc2c1O,-0.4
Nc1nc(N)c(C=Nc2ccc(Br)cc2)c(Nc2ccc(Br)cc2)n1,1.8
CCC(=O)N1CCN(c2ccc(NC(=O)COc3cccc(C)c3C)cc2)CC1,0.8
N#CCCN(C(=O)COC(=O)CNS(=O)(=O)c1ccc2ccccc2c1)c1ccccc1,6.4
O=C(CN1CCCCC1)N/N=C/c1ccccc1OCc1ccccc1,7.5
C=CCc1ccccc1Oc1cc(F)nc(N)n1,-0.9
Cc1ccc(CNC(=S)NCc2ccncc2)cc1,4.3
COc1ccccc1NS(=O)(=O)c1cc(NC(=O)CCNC(C)=O)ccc1C,-0.6
Cc1cc(Nc2nc3ccccc3[nH]c2=O)n(-c2ccccc2)n1,-1.2
Cc1ccc(P(=O)(CSC(=N)N)c2ccc(C)cc2)cc1,-0.8
NC(=O)c1ccsc1NC(=O)COC(=O)COc1ccccc1F,2.6
CCOC(=O)C1=C(O)/C(=C/c2ccc(OCC(=O)O)c(OCC)c2)SC1=Nc1ccc(OC)cc1,-0.2
CC(=O)Nc1ccc(NC(=O)CN(C)S(=O)(=O)c2ccc3c(c2)CCC(=O)N3)cc1,8.3
O=CN1CCc2scc[n+]2-c2ccccc21,0.1
Cn1c(SCC(=O)NCc2ccc3c(c2)OCO3)ncc(C(=O)Nc2ccc(F)cc2)c1=O,0.3
Clc1ccc(-n2nnnc2-c2cnc3ccccc3c2-c2ccccc2)cc1,-1.5
NC(N)=N/N=C/c1ccc(Cl)cc1Cl,-1.0
CCc1nc2ccccc2nc1N1CCN(S(=O)(=O)c2ccc(Cl)cc2)CC1,2.3
O=C(NC(=S)Nc1cccc(S(=O)(=O)NC2=NCCC2)c1)c1cc(-c2ccco2)nc2ccccc12,5.0
COc1ccc(CN(C(=O)c2snc(C(N)=O)c2N)C(C)C(=O)NCc2ccc(F)cc2)cc1 (stereo unspecified),-0.3

Single values from the list.
COc1ccc(CN(C(=O)c2snc(C(N)=O)c2N)C(C)C(=O)NCc2ccc(F)cc2)cc1 (stereo unspecified) | TTR transcr act = -0.3
NC(=O)c1ccsc1NC(=O)COC(=O)COc1ccccc1F | TTR transcr act = 2.6
CCOC(=O)C1=C(O)/C(=C/c2ccc(OCC(=O)O)c(OCC)c2)SC1=Nc1ccc(OC)cc1 | TTR transcr act = -0.2
Clc1ccc(-n2nnnc2-c2cnc3ccccc3c2-c2ccccc2)cc1 | TTR transcr act = -1.5
NC(N)=N/N=C/c1ccc(Cl)cc1Cl | TTR transcr act = -1.0
Cn1c(SCC(=O)NCc2ccc3c(c2)OCO3)ncc(C(=O)Nc2ccc(F)cc2)c1=O | TTR transcr act = 0.3

New compounds follow.
Compound,TTR transcr act
Cc1c(-c2ccccc2)nc(N)c(C#N)c1-c1cccs1,3.2
Cc1ccc(NC(=O)c2cc(C(=O)c3cc(Cl)ccc3O)cn(-c3ccc(C)cc3)c2=O)cc1,0.7
C=CCNc1nc2ccccc2nc1NS(=O)(=O)c1ccc(Cl)cc1,0.6
CC(C)CCOCC1CC2(CC(C)(c3csc(N)n3)OC2=O)C(=O)O1 (stereo unspecified),1.2
CCN1C(=O)c2ccc(C(=O)O)cc2C1=O,1.6
COc1ccc(S(=O)(=O)N2CCCCC2c2cc(C(=O)NC(C)C)no2)cc1 (stereo unspecified),2.4
CNC(=O)CN1C(=O)NC(Cc2c[nH]c3ccccc23)C1=O (stereo unspecified),1.6
COc1ccc(/C=C/C(=O)NCCCN2CCOCC2)cc1,0.5
Cc1c(-c2ccccc2)oc2c(C(=O)OCC(=O)Nc3ccc(C(N)=O)cc3)cccc2c1=O,1.8
COc1cccc(C(=O)n2ccc3ccc(-c4ccc5ccn(Cc6ccccc6)c5c4)cc32)c1,4.6
CC(=O)N1CCCN(C(=O)c2cc(COc3c(F)cccc3F)on2)CC1,1.0
CN(CCC1CCCCO1)C(=O)c1cc(COc2ccc(F)cc2F)on1 (stereo unspecified),-1.4
COc1ccc(-c2nn3cnnc3s2)cc1OC,1.0
C=CCOC(=O)C1=C(C)NC(SCC(=O)N(CC)CC)=C(C#N)C1c1ccco1 (stereo unspecified),-1.1
O=C(COC(=O)Cn1cnc2ccccc21)NCCc1ccccc1,0.3
C=C(C)CNC(=S)N1CCN(C(c2ccccc2)c2ccccc2)CC1,-3.3
N#Cc1ccc(S(=O)(=O)NC2CCN(Cc3ccccc3)CC2)cc1,1.2
NNc1nc(N)c2c(n1)-c1ccccc1CC21CCCC1,0.3
Cc1nnc(SC(C)C(=O)Nc2ccc(Cl)cc2Cl)[nH]c1=O (stereo unspecified),-0.5
Clc1ccc(C2[C@H]3CN(CC4CCCCC4)[C@H](c4ccccc4)C34CC2(c2cccnc2)C4)cn1 (stereo partly specified),1.2
COC(=O)c1ccc(C(NC(=O)OCc2ccccc2)/C(F)=C/[C@@H](C)C(=O)O)cc1 (stereo partly specified),1.8
CCC(Sc1ncccc1C(=O)Oc1cccc([N+](=O)[O-])c1)C(=O)Nc1ccccc1OC (stereo unspecified),1.5
O=C(NCCC1=CCCCC1)c1cnccn1,-1.1
CCOC(=O)C1(Cc2ccccc2)CCCN(CCO)C1 (stereo unspecified),1.5
CC(=O)/C(=N\Nc1cccc(Cl)c1)Sc1cccc2cccnc12,-0.4
C/C(=N\NC(=O)c1cccc([N+](=O)[O-])c1)c1ccco1,3.3
COc1cccc(N2CC34C=CC(O3)C(C(=O)O)C4C2=O)c1 (stereo unspecified),2.6
Cc1ccc(NC(=O)C(C)OC(=O)COc2cccc(C(F)(F)F)c2)cc1 (stereo unspecified),1.3
CC(=O)Nc1sc(C)c(C)c1C(=O)OCC(=O)N(C)C1CCS(=O)(=O)C1 (stereo unspecified),-0.1
CCN(CCS(=O)(=O)c1ccc(Cl)cc1)C(=O)Nc1ccc(Cl)cc1,-1.1

Structural class: those above containing a nitro group on carbon (five)
Compound,TTR transcr act
Nc1cc(SCc2ccc([N+](=O)[O-])cc2)ncn1,-0.6
Nc1ncc(S(=O)(=O)c2ccc([N+](=O)[O-])cc2)s1,-0.3
O=C(/C=C/c1ccc([N+](=O)[O-])cc1)NCCc1ccccc1,3.0
CCC(Sc1ncccc1C(=O)Oc1cccc([N+](=O)[O-])c1)C(=O)Nc1ccccc1OC (stereo unspecified),1.5
C/C(=N\NC(=O)c1cccc([N+](=O)[O-])c1)c1ccco1,3.3

(further entries)
Compound,TTR transcr act
Cc1nnc(SCC(=O)N2CCCC(N3CCN(c4ccc(F)cc4)CC3)C2)o1 (stereo unspecified),-0.4
CCOCCCNC(=O)CN1C(=O)COc2ccc(S(=O)(=O)N3CCCC3)cc21,11.4*
Cc1cc(OCC(=O)OCC(=O)Nc2cc(C(F)(F)F)ccc2N2CCOCC2)ccc1Cl,0.2
COc1cc2cc(CCCOC(=O)c3ccco3)oc(=O)c2cc1OC,0.4
CC1CN(c2nc3ccccn3c(=O)c2/C=C(\C#N)C(=O)N2CCOCC2)CC(C)O1 (stereo unspecified),1.4
CN[C@H](C)C(=O)NC[C@H]1O[C@@H](n2ccc(N)nc2=O)[C@H](O)[C@@H]1O,1.4
COc1ccc(C(C)(C)C)cc1NC(=O)c1cncc(Br)c1,-1.2
O=C(c1ccc(N2CCCC2)c([N+](=O)[O-])c1)N1CCN(CCO)CC1,1.1
CCOC(=O)c1cnc(SCC(=O)Nc2cc(OC)ccc2OC)nc1N,-4.3
CCC(OC(=O)c1ccco1)C(=O)NCc1ccc(C)cc1 (stereo unspecified),-1.8
CCCCOC(=O)CSCC(=O)N1N=C(c2cccs2)CC1c1ccc(F)cc1 (stereo unspecified),-0.4
CCCc1cc(=O)oc2cc(OCC(=O)NCCc3ccc(S(N)(=O)=O)cc3)ccc12,1.1
CCCn1nnc(NC(=O)c2ccc(OCC)c(Cl)c2)n1,-1.2
O=C(NNS(=O)(=O)c1cccc(Cl)c1)c1cc(-c2ccc(F)cc2)nc2ccccc12,-0.6
Cc1ccc(Nc2nc(=O)c3cc([N+](=O)[O-])ccc3s2)cc1,-2.5
COc1ccc(CN=C2NC(=O)CC(C(=O)Nc3ccc(Cl)cc3)S2)cc1 (stereo unspecified),-0.8
CC(=O)Nc1ccc(S(=O)(=O)N2CCN(c3nnnn3-c3ccccc3)CC2)cc1,-0.7
CCC(C(=O)NCc1cccnc1)c1ccccc1 (stereo unspecified),3.2
CN(C)c1ncc(C2=C(Cl)C(=O)C(N3CCCC3)=C(Cl)C2=O)s1,-0.7
CC(C)(C)C(=O)Cn1ncc(NC2CC2)c(Br)c1=O,2.1
O=C(Nc1ccn(Cc2cccc3ccccc23)n1)c1cccnc1,-2.0

The list is partial; count on the stated rates, not on these rows.
